# From PubChem
# Rac1 GTP hydrolysis = MgcRacGAP GTPase-activating activity inhibitors, confirmation, biochemical, ADP Hunter fluorescence. MgcRacGAP-stimulated Rac1 GTP hydrolysis, ADP Hunter fluorescence; higher % means a stronger effect; GST-tagged Rac1 F28L mutant substrate. one-dose inhibition, % at 30 µM; IC50 in µM for titrated hits. 0.6% of 340,000 active;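 active = first-screen hits whose inhibition reached a set limit at any dose in the follow-up dose series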;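 note: fluorescence reports GDP produced by GAP-driven GTP hydrolysis; strong numbers were not always called active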
# RSV antiviral HEp-2 = RSV antiviral activity via CPE protection, HEp-2 cells, primary 10 µM value included (AID 2391) | HEp-2 cells, RSV-induced CPE inhibition; higher % means a stronger effect | one-dose CPE inhibition, % at 10 µM; IC50 in µM for titrated hits | 0.13% of 310,000 active; in the data active = a potency from the dose series; note: strong numbers were not always called active
# NS5 inhibitors = flavivirus cap methylation enzyme inhibition – biochemical, confirmation dose response, primary screen (AID 588689); Dengue-2 NS5 methyltransferase capping enzyme assay, biochemical; higher % means a stronger effect; one-dose inhibition, % at 25 µM; IC50 in µM for titrated hits; 0.3% of 340,000 active; in the data active = a potency from the dose series
# Numbers without * were called inactive. These rows are one share of the data; count on the stated rates, not on these rows.
SMILES,Rac1 GTP hydrolysis,RSV antiviral HEp-2,NS5 inhibitors
Cc1ccc(C(=O)Nc2ccccc2N2CCCC2)cc1S(=O)(=O)N1CCOCC1,0%,0.4%,-1%
CN(Cc1ccccc1)C(=O)c1[nH]cnc1C(=O)NCCCCCNC(=O)OC(C)(C)C,-5%,1.4%,-2%
O=C(CN1C(=O)NC(Cc2c[nH]c3ccccc23)C1=O)NC1CCCCC1 (stereo not drawn),6%,-0.2%,-4%
O=C(NNC(=O)c1ccc(-c2ccc([N+](=O)[O-])cc2)o1)c1ccncc1,-4%,0.6%,-2%
Cc1noc(C)c1C(=O)OCC(=O)Nc1ccccc1SCC#N,2%,0.2%,-1%
Cc1cc(C)c(OCC(=O)OCC(=O)NNC(=O)c2ccccc2F)c(C)c1,1%,1.2%,-2%
CC1c2cccn2CCN1S(=O)(=O)c1ccc(F)cc1 (stereo not drawn),0%,2.1%,2%
O=C(c1ccc(=O)[nH]n1)N1CCN(S(=O)(=O)c2ccc(C(F)(F)F)cc2)CC1,-3%,0.7%,3%
CCCNC(=O)C(Cc1ccc(C(F)(F)F)cc1)NC(=O)c1ccc(C#N)cc1 (stereo not drawn),9%,0.3%,6%
O=C(Cn1ccc(NC(=O)OCc2ccccc2)nc1=O)NCc1nc2ccccc2[nH]1,12%,-0.7%,-2%
O=C(COC(=O)CN1C(=O)C2CCCCC2C1=O)NCc1ccc(Cl)cc1Cl (stereo not drawn),7%,2.5%,-8%
Cc1cc(Br)c(NC(=O)C(C)Sc2nnnn2C)c(Br)c1 (stereo not drawn),5%,1.9%,4%
Cc1cc(Cl)ccc1OCC(=O)OCC(=O)NC1CCCC1,7%,1.0%,-5%
COc1ccc(CNC(=O)CCn2c(C)csc2=O)cc1,4%,0.4%,-8%
COc1cccc(COC(=O)Cc2ccc(S(=O)(=O)N3CCOCC3)s2)c1OC,-1%,1.2%,1%
COc1ccc(N2CCN(C(=O)c3cn(Cc4ccccc4)nc3-c3cccnc3)CC2)cc1,16%,0.5%,10%
N#Cc1ccc(CN2CCN(C(=O)c3ccc(S(=O)(=O)NCc4ccco4)cc3)CC2)cc1,2%,0.1%,0%
Cc1nnc(SC(C)C(=O)N(C)C2CCCCC2)n1N (stereo not drawn),4%,-0.6%,0%
O=C(O)c1cccc2c1C(=O)c1ccc(N3CCCCC3)cc1S2(=O)=O,13%,2.5%,-6%
Cc1ccc(S(=O)(=O)N2CCC(C(=O)OC(C)C(=O)N(C)c3ccccc3)CC2)cc1C (stereo not drawn),2%,2.5%,1%
O=C(c1ccc(Cl)c([N+](=O)[O-])c1)N1CCN(S(=O)(=O)c2ccc(Cl)cc2)CC1,4%,3.5%,-4%
Cc1ccc(CN2Cc3cccc4c3[C@@H](CC2=O)[C@H](O)[C@H](O)C4)cc1,2%,1.4%,-6%
CC(C)(C)n1ncc2c(=O)n(Cc3c(Cl)cccc3Br)cnc21,2%,0.6%,4%
Cc1cccc(C(=O)NC(C(=O)Nc2cccc(S(=O)(=O)N3CCCC3)c2)C(C)C)c1 (stereo not drawn),1%,1.8%,-2%
CN(C)S(=O)(=O)c1ccc(N2CCCC2)c(C(=O)NNC(=O)c2ccccc2)c1,3%,0.4%,-3%
C[C@H](NC(=O)c1nc[nH]c1C(=O)N1CCN(C(=O)OC(C)(C)C)CC1)c1ccccc1,2%,-0.9%,-1%
CC(=O)c1cc2c(cc1NC(=O)CSc1ccc(S(=O)(=O)N(C)C)cn1)OCO2,3%,0.8%,-5%
CCOc1cccc(C2C(C(=O)c3ccco3)=C(O)C(=O)N2c2nnc(C)s2)c1 (stereo not drawn),7%,1.6%,3%
COc1ccccc1C(=O)NC(=O)COC(=O)c1oc2ccccc2c1C,2%,1.4%,-4%
COc1ccc(-c2noc(Cn3cc(S(=O)(=O)N4CCCC4)ccc3=O)n2)cc1,0%,2.3%,-8%
CN(Cc1cccc(F)c1)C(=O)CN1CCN(S(=O)(=O)c2ccc3c(c2)OCCCO3)CC1,-3%,-0.4%,-3%
O=C(NC1CCCC1)c1cccc(S(=O)(=O)N2CCCC2)c1,3%,1.3%,3%
CCOc1ccccc1C(=O)NCC(=O)N1CCN(Cc2ccc3c(c2)OCO3)CC1,2%,1.1%,-4%
Cc1ccc(-c2nn(-c3ccc(F)cc3)cc2C(=O)N2CCN(C3CCS(=O)(=O)C3)CC2)cc1 (stereo not drawn),4%,0.5%,4%
CC1CN(S(=O)(=O)c2cccc(C(=O)NCc3ccco3)c2)CC(C)O1 (stereo not drawn),5%,-0.4%,-4%
COc1ccc2nc(-c3ccccc3)cc(C(=O)OCC(=O)N3CCCCC3)c2c1,8%,0.7%,-14%
O=C(Nc1ccc(N2CCCCCC2)cc1)c1cccc(S(=O)(=O)N2CCOCC2)c1,22%,5.5%,-6%
CN(Cc1ccccc1)C(=O)c1[nH]cnc1C(=O)Nc1ccon1,12%,0.6%,-7%
O=c1cc(-c2ccc(O)cc2)oc2ccc3ccccc3c12,3%,2.1%,0%
CN(C)C(CNC(=O)c1ccc(S(=O)(=O)Nc2ccccc2F)cc1)c1ccco1 (stereo not drawn),8%,0.5%,2%
N#CCCN(C(=O)COC(=O)CCc1nc2ccccc2c(=O)[nH]1)c1ccccc1F,6%,1.1%,-6%
Cc1cccc(OCC(=O)N(Cc2nnc(-c3ccccc3Cl)o2)C2CC2)c1,5%,1.7%,-5%
CCC1CCCCN1C(=O)COC(=O)c1cc(C)nc2ccccc12 (stereo not drawn),5%,2.4%,-1%
COc1ccccc1-c1sc2cc3c(cc2c1C#CCO)OCO3,3%,0.7%,-6%
CC(C(=O)Nc1nc(-c2ccc(F)cc2)cs1)N1C(=O)C2CC=CCC2C1=O (stereo not drawn),6%,-0.4%,4%
COC(=O)c1ccccc1S(=O)(=O)N1CCC(C(=O)OC(C)C(=O)Nc2ccccc2OC)CC1 (stereo not drawn),1%,0.1%,1%
COc1ccccc1NC(=O)C(C)OC(=O)CCNS(=O)(=O)c1cccc(C(F)(F)F)c1 (stereo not drawn),3%,0.6%,5%
Cc1[nH]c2ccccc2c1C(=O)CN1C(=O)C(=O)N(CCC2=CCCCC2)C1=O,2%,-0.4%,-3%
CCN(CC)S(=O)(=O)c1cc(NC(=O)CSc2n[nH]c(N)n2)ccc1C,-1%,1.7%,5%
Cc1ccc(S(=O)(=O)NCCC(=O)NNC(=O)COc2ccccc2Cl)cc1C,4%,-0.1%,-7%
# (list continues)
SMILES,Rac1 GTP hydrolysis,RSV antiviral HEp-2,NS5 inhibitors
O=C(COc1cccnc1[N+](=O)[O-])Nc1ncc(Cl)cc1Cl,8%,0.0%,16%
COc1ccc([C@H]2CC(=O)C=C(c3cc(F)ccc3F)C2)cc1OC,8%,2.6%,-3%
COc1cccc(NC(=O)COC(=O)CCC(=O)c2cccs2)c1,2%,-0.4%,-5%
CN(C)C(=O)CSc1ccc(S(=O)(=O)N2CCOCC2)cn1,5%,0.7%,-5%
COc1cccc(NC(=O)CN(C)C(=O)CCCc2nc3ccccc3c(=O)[nH]2)c1,0%,0.6%,-8%
Cc1cccc(NC(=O)CN2CCN(C(=O)CNC(=O)Cc3cccc4ccccc34)CC2)c1C,3%,1.1%,4%
CCC(=O)Nc1ccc(C(=O)COC(=O)Cc2ccsc2)cc1,4%,-0.1%,2%
Cc1cc(C(=O)OCC(=O)N2CCCCCC2)ccc1[N+](=O)[O-],6%,1.4%,-4%
COc1cc(OC)cc(-c2c(-c3ccsc3)c3cc(Br)ccc3n2C)c1,0%,7.4%,6%
CC(C)(C)OC(=O)NCc1ccc(CNC(=O)c2nc[nH]c2C(=O)N2CCN(C(=O)OC(C)(C)C)CC2)cc1,11%,0.9%,-1%

# 15 compounds already listed, sorted by molar mass, highest first.
SMILES,Rac1 GTP hydrolysis,RSV antiviral HEp-2,NS5 inhibitors
CC(C)(C)OC(=O)NCc1ccc(CNC(=O)c2nc[nH]c2C(=O)N2CCN(C(=O)OC(C)(C)C)CC2)cc1,11%,0.9%,-1%
COC(=O)c1ccccc1S(=O)(=O)N1CCC(C(=O)OC(C)C(=O)Nc2ccccc2OC)CC1 (stereo not drawn),1%,0.1%,1%
COc1ccccc1NC(=O)C(C)OC(=O)CCNS(=O)(=O)c1cccc(C(F)(F)F)c1 (stereo not drawn),3%,0.6%,5%
Cc1cccc(NC(=O)CN2CCN(C(=O)CNC(=O)Cc3cccc4ccccc34)CC2)c1C,3%,1.1%,4%
COc1cc(OC)cc(-c2c(-c3ccsc3)c3cc(Br)ccc3n2C)c1,0%,7.4%,6%
COc1cccc(NC(=O)CN(C)C(=O)CCCc2nc3ccccc3c(=O)[nH]2)c1,0%,0.6%,-8%
CCN(CC)S(=O)(=O)c1cc(NC(=O)CSc2n[nH]c(N)n2)ccc1C,-1%,1.7%,5%
Cc1[nH]c2ccccc2c1C(=O)CN1C(=O)C(=O)N(CCC2=CCCCC2)C1=O,2%,-0.4%,-3%
COc1cccc(NC(=O)COC(=O)CCC(=O)c2cccs2)c1,2%,-0.4%,-5%
CN(C)C(=O)CSc1ccc(S(=O)(=O)N2CCOCC2)cn1,5%,0.7%,-5%
COc1ccc([C@H]2CC(=O)C=C(c3cc(F)ccc3F)C2)cc1OC,8%,2.6%,-3%
O=C(COc1cccnc1[N+](=O)[O-])Nc1ncc(Cl)cc1Cl,8%,0.0%,16%
CCC1CCCCN1C(=O)COC(=O)c1cc(C)nc2ccccc12 (stereo not drawn),5%,2.4%,-1%
COc1ccccc1-c1sc2cc3c(cc2c1C#CCO)OCO3,3%,0.7%,-6%
Cc1cc(C(=O)OCC(=O)N2CCCCCC2)ccc1[N+](=O)[O-],6%,1.4%,-4%

# The listing continues.
SMILES,Rac1 GTP hydrolysis,RSV antiviral HEp-2,NS5 inhibitors
CC12CCC(=O)N1C(C(=O)NNC(=O)COc1ccccc1Cl)CS2 (stereo not drawn),1%,0.2%,7%
C/C(=N\NC(=O)c1ccncc1)c1ccc(N2CCOCC2)cc1,3%,-0.9%,15%
CC(Oc1cccc([N+](=O)[O-])c1)C(=O)NCCC1=CCCCC1 (stereo not drawn),-2%,1.4%,-11%
COc1ccc(CN2CCN(C(=O)CCC(=O)c3ccc(C)s3)CC2)cc1OC,5%,1.0%,0%
CCOc1ccc(C(=O)Nc2ccc(S(=O)(=O)N3C[C@@H]4C[C@@H](C3)c3cccc(=O)n3C4)cc2)cc1,13%,32%,3%
COc1cc(C(=O)OCC(=O)N2CCCC2)cc2c1OCCO2,4%,0.7%,1%
O=C(CN1CCN(S(=O)(=O)c2ccc(F)c(F)c2)CC1)Nc1ccccc1C(=O)NC1CC1,1%,1.3%,0%
Cc1csc(NC(=O)COc2ccc3c(c2)CCC3)n1,6%,1.9%,0%
CC(=O)Nc1ccc(SC[C@H](Cc2ccccc2)N2CC[C@@H](C)CCC2=O)cc1,4%,2.1%,0%
O=C(c1ccc(Cl)c(S(=O)(=O)N2CCCCC2)c1)N1CCCC(C(F)(F)F)C1 (stereo not drawn),5%,0.5%,-9%
COc1ccc(CN(C)C(=O)Cn2ccc(NC(=O)OCc3ccccc3)nc2=O)cc1OC,7%,1.6%,-4%
O=C(Nc1ncn[nH]1)c1cccc(F)c1,6%,-0.7%,2%
O=C(/C=C/c1ccco1)OCC(=O)c1ccc(OC(F)F)cc1,7%,0.9%,-3%
CCCNC(=O)C(Cc1ccccc1)NC(=O)c1ccc(C(F)(F)F)cc1 (stereo not drawn),1%,0.9%,-5%
CC(=O)Nc1ccc(S(=O)(=O)N(C)CC(=O)OCC(=O)c2ccc3c(c2)NC(=O)CO3)cc1,-1%,0.1%,2%
COc1ccccc1-c1sc2cc3c(cc2c1C#Cc1ccccn1)OCO3,6%,0.7%,-1%
COc1ccccc1OCCNC(=O)C(CCSC)NC(=O)COc1ccccc1 (stereo not drawn),-1%,1.6%,-4%
CC(=O)NC(c1ccco1)c1cc(Cl)c2ccc(Cl)nc2c1O (stereo not drawn),12%,5.4%,7%
COc1ccc(C(=O)NCC(C)(C)N2CCOCC2)cc1S(=O)(=O)N1CCCC1,3%,0.7%,4%
CCOC(=O)N1CCC(NCCNC(=O)c2cccc(F)c2)CC1,6%,-0.8%,-11%
Cc1ccc(S(=O)(=O)N2CCN(Cc3nnc(-c4c(-c5ccccc5)noc4C)o3)CC2)cc1,3%,1.8%,-3%
COc1cc(C(=O)OCC(=O)NC2CC2)cc(OC)c1OC,-3%,0.2%,0%
Cc1cc(C(=O)COc2cccc([N+](=O)[O-])c2)c(C)n1C1CC1,-1%,0.6%,-9%
CC1(C)CC(=O)C=C(c2cccc(Cl)c2O)C1,13%,0.6%,-1%
COCCN(C(=O)c1sc2ccccc2c1Cl)c1c(N)n(CC(C)C)c(=O)[nH]c1=O,-2%,0.0%,-12%
CSCCC(NC(=O)COc1ccccc1)C(=O)N(C)Cc1ccc(F)cc1 (stereo not drawn),5%,-0.4%,1%
COC(=O)c1c(C)[nH]c(C(=O)C(C)OC(=O)c2c(C)noc2C)c1C (stereo not drawn),-2%,0.5%,0%
CC(C)c1ccccc1,5%,0.3%,0%
CC(Sc1nnnn1C)C(=O)Nc1nc(-c2ccc(F)c(F)c2)cs1 (stereo not drawn),3%,2.3%,-1%
